HIF-2a block = HIF-2a reporter inhibitors, primary screen, luminescence, 786-0 RCC cells | 786-0 RCC cells HIF-2a reporter, luciferase luminescence, overnight | inhibition, % at 18.8 µM | 0.72% of 360,000 active | AID 624352, 2012;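 active = inhibition of the luminescence signal of 40% or more relative to plate controls, in a single-dose primary screen at 18.75 µM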
KKLEB tox = cytotoxicity in KKLEB CF airway cells, primary screen, cytotoxicity control for CF NF-kB inhibitor project, cell-based, uHTS, fluorescence assay plates. KKLEB CF airway cells viability, ATPlite luminescence, overnight; active compounds read low; cells stimulated with P. aeruginosa culture filtrate. activity change (cytotoxicity), % at 5 µM. 0.36% of 360,000 active. AID 602141, 2011;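 active = corrected activity change at or below -50% at 5 µM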
CaV13 ICDI inh = Disruptors of the CACNA1D IQ motif to Ca2+-dependent inactivation inhibitor domain association, primary screening, Förster resonance energy transfer in intact living …; 0.098% of 340,000 active; inhibition, % at 12.3 µM; HEK cells, CFP/YFP FRET ICDI-IQ, plate reader, 10 min; percent FRET-ratio fall versus neutral wells;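 active = mean replicate inhibition of at least 30% and at least 1% of replicates passing that level; inconclusive = only one of the two criteria is met; inactive = neither criterion is met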;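 note: 0% = median of the neutral control wells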
NR2E3 ag-1 = NR2E3 agonists in two-hybrid cells, primary screen, cell-based, luminescence, CHO-S, Gal4-NCOR/VP16-NR2E3 | Photoreceptor-specific nuclear receptor (Homo sapiens), Q9Y5X4 | luciferase | inhibition of corepressor binding, % at 3.98 µM | 0.35% of 360,000 active | AID 602229, 2012;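 active = inhibition above the mean of all tested compounds plus 3 SD, cut at about 70% in these data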;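 note: 0% = DMSO with NR2E3 transfected cells and 100% = cells lacking NR2E3 construct; higher means lower luciferase signal from less NR2E3 corepressor binding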
Target sequence (Q9Y5X4 whole entry, looked up, the tested form may be a part): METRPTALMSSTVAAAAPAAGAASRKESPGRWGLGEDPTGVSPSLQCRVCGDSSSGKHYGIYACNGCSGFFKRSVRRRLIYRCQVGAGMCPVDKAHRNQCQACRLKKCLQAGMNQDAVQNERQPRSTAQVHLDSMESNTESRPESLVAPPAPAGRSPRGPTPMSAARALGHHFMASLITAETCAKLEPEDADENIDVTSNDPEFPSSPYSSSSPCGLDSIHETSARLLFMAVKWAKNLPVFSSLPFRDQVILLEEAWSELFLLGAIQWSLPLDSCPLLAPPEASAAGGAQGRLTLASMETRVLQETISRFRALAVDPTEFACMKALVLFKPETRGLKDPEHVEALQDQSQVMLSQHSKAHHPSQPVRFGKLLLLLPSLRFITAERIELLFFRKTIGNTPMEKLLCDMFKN
Shn3 3UTR inh = reduction of Shn3 3'UTR firefly luciferase signal, primary screen, Schnurri-3 inhibitor project, cell-based, Clone20 osteoblasts, set 2. 0.52% of 360,000 active. Clone20 osteoblast Shn3 3'UTR firefly luciferase, 24 h. inhibition, % at 12.5 µM;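 active = mean inhibition of at least 75% with every replicate also reaching 75%; inconclusive = mean inhibition at least 75% but some replicate below; inactive = mean inhibition below 75%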;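 note: 0% = median of neutral control wells and 100% = pilot-screen positive control compound; some compounds past the cut are filed as inactive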
CF NFkB block = inhibitors of PAF-induced NF-kB signaling, primary screen, cell-based, GFP fluorescence, uHTS | KKLEB NF-kB-GFP reporter, GFP fluorescence overnight | AID 588850, 2011 | 0.86% of 360,000 active | inhibition, % at 5 µM;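 active = at least 50% inhibition at 5 µM, scaled per plate between neutral and stimulator controls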;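 note: PAF is a Pseudomonas aeruginosa culture filtrate used as stimulus; plate controls were PAF-stimulated DMSO wells for no effect and unstimulated DMSO wells for full effect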
Vif imaging = HIV Vif self-association inhibitors, primary screen, imaging, HEK293T, single point | 0.35% of 340,000 active | inhibition, % at 7.49 µM | HEK293T cells, Vif self-association by quenched fluorescence, 24 h; in the data active = inhibition above about 50%, passing the limit was not always enough; inconclusive = no clear call, values can overlap the other calls; inactive = below about 31%; note: some results filed as inactive read as strong as hits
NR2E3 ag-2 = inhibitors of NR2E3-RetCOR corepressor binding, primary screen, NR2E3 agonist project, biochemical, TR-FRET, GST-NR2E3, biotin-RetCOR; 1536-well; Photoreceptor-specific nuclear receptor (Homo sapiens), Q9Y5X4; AID 2300, 2010; inhibition of corepressor binding, % at 4.78 µM; 0.12% of 320,000 active;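 active = percent inhibition above the cutoff of mean plus 3 SD of all tested compounds, set per screening campaign, cut at about 20% in these data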;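 note: 0% = DMSO wells and 100% = biotin wells as full block of FRET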
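System: GST-tagged NR2E3 plus biotinylated RetCOR corepressor; Amount: 1.35 nM GST-tagged NR2E3 final; Dosing: single nominal compound dose of 4.8 µM; Schedule: 5 h incubation at 4 °C; Technique: TR-FRET with europium anti-GST and streptavidin-D2, 340 nm excitation; Controls: biotin wells as high control, 0.6% DMSO wells as low control.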
MITF TRPM1 inh = inhibitors of MITF-dependent TRPM1 promoter reporter, primary screen, cell-based, SK-MEL-5, single point, luciferase | SK-MEL-5 TRPM1 promoter luciferase, 24 h | inhibition, % at 12.5 µM | 0.83% of 330,000 active | AID 488899, 2010;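 active = mean inhibition across replicates of 60% or more, whatever share of single replicates reaches that level; inconclusive = some that reach 60%, reason not given; inactive = mean inhibition across replicates below 60%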; note: values of inactives mirror those of a sister screen read the other way
Peg3 promoter = Peg3 promoter-driven luciferase inhibitors, primary screen, cell-based, HeLa, luciferase luminescence | 1.7% of 360,000 active | HeLa PEG-Prom luciferase reporter, overnight | inhibition, % at 20 µM;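 active = inhibition of at least 50% at 20 µM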
PDI turbidity = inhibitors of human PDI, primary screen, biochemical, turbidity, single point, plate reader; PDI insulin aggregation turbidity, A650, 90 min; AID 588391, 2011; Protein disulfide-isomerase (Homo sapiens), P07237; inhibition, % at 10 µM; 0.052% of 350,000 active;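 active = mean inhibition across replicates of 30% or more, whatever share of single replicates reach that level; inconclusive = mean inhibition below 30% while every single replicate reaches 30%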;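 note: absorbance from insulin aggregation driven by PDI reduction with DTT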
Target sequence (P07237 whole entry, looked up): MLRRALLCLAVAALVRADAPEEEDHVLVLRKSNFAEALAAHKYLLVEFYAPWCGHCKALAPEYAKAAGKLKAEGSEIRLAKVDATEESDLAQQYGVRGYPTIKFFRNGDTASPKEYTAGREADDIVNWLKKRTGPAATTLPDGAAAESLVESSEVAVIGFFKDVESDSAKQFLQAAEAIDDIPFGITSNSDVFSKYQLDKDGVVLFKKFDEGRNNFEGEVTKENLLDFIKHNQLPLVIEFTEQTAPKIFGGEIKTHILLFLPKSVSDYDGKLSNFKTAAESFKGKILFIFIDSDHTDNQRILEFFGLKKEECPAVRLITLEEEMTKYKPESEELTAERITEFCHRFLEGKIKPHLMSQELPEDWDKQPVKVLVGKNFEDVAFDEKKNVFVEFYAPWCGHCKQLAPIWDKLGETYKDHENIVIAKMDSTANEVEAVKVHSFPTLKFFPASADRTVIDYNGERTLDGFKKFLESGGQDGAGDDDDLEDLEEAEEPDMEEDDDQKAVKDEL
* = called active by the depositor; ? = inconclusive; . = not tested or not shown.

SMILES	HIF-2a block	KKLEB tox	CaV13 ICDI inh	NR2E3 ag-1	Shn3 3UTR inh	CF NFkB block	Vif imaging	NR2E3 ag-2	MITF TRPM1 inh	Peg3 promoter	PDI turbidity
COc1ccc(NC(=O)CCC(=O)N(Cc2ccc(OC)c(OC)c2)c2nccs2)c(OC)c1	-2	4	-6	1	4	-14	-12	-2	-5	-6	1
Cc1cc(C)nc(NC(=O)c2cccc([N+](=O)[O-])c2C)n1	12	1	1	1	7	5	16	-6	-4	16	2
CCSc1nnc(N(CCC(=O)O)CCC(=O)O)s1	4	4	-4	-4	-5	-27	.	2	8	7	-20
COc1ccc(CN(C(=O)/C=C/c2ccco2)C2CCS(=O)(=O)C2)cc1 (stereo unspecified)	7	-3	-5	-15	4	4	0	-2	-5	-1	0
CC(C)Cn1c(N)c(C(=O)CSc2n[nH]c(N)n2)c(=O)n(C)c1=O	2	-10	-5	-18	-21	6	?	0	9	5	-7
O=C(CN1CCN(c2ccc(Cl)cc2)CC1)NCc1ccccc1	-21	11	-6	8	5	-13	1	1	-1	-10	7
N#CC(Cc1cc2ccccc2n1S(=O)(=O)c1ccccc1)OCc1ccccc1 (stereo unspecified)	22	10	-5	8	20	11	-7	.	4	-1	7
COc1ccc(C(=O)Nc2cc(-c3ccc(C)cc3)no2)cc1	-59	-17	-4	-26	-3	35	-8	.	-19	-16	5
Cc1ccc(/C=N/N=C/c2ccc(C)cc2)cc1	-248	6	-19	-8	-98	-11	6	-1	0	-287	-4
CC(CC(=O)Nc1ccc(Cl)c([N+](=O)[O-])c1)c1ccccc1 (stereo unspecified)	0	-1	-5	9	25	6	-7	-5	2	29	-4
CCOc1ccc(N(CC(=O)Nc2ccc(OC)cc2)S(C)(=O)=O)cc1	-186	4	-2	-46	-33	2	-2	2	-73	-119	3
O=c1c2c(-c3ccc(Cl)cc3)csc2nc2n1CCC2	-5	-8	-11	4	11	4	-5	0	-12	5	-9
Cc1ccc(-c2nsc(SCC(=O)Nc3ccc4c(c3)OCO4)n2)cc1	-218	13	-19	-45	-21	4	-2	-2	-16	-280	-2
Cc1cc(C)c(OCCN2CCCC2)c(Cl)c1	16	5	-5	16	13	8	6	-3	4	25	4
Cc1[nH]c2ccccc2c1/C=N/NC(=O)CNC(=O)c1ccc2c(c1)OCCO2	12	2	-3	5	16	-8	0	-4	10	26	2
CCOc1ccc(-n2c(=O)c3c(C)c(C(=O)N(C)C)sc3n(CC(=O)Nc3ccccc3F)c2=O)cc1	15	4	-2	-18	-10	-3	7	0	-8	10	-2
Cc1c(Cl)cccc1NC(=S)NNS(=O)(=O)c1ccc([N+](=O)[O-])cc1	15	1	-4	-14	-17	-11	-6	0	-7	-14	1
O=C(Cc1ccccc1[N+](=O)[O-])NNC(=O)c1cccs1	-23	-2	-2	-26	-10	19	-2	1	-3	-4	-9
O=C(O)CCC(=O)NC1CCCCC1	13	-4	-8	-4	13	-6	2	3	1	-5	-7
Cc1nc(N)nc2c1CCCC2	20	2	-5	1	-16	2	0	1	-7	10	1
O=C(CSc1nc(-c2ccco2)cc(C(F)(F)F)n1)N1CCCc2ccccc21	17	-16	.	10	20	25	6	2	15	10	6
CCOc1cc(NC(=S)NCC2CCCO2)c(OCC)cc1NC(=O)c1cccc(F)c1 (stereo unspecified)	-3	5	-2	-14	20	-12	7	-5	-3	6	0
NS(=O)(=O)c1cccc(NC(=O)COC(=O)CC2CC3CCC2C3)c1 (stereo unspecified)	7	8	2	-4	-6	6	2	1	-1	5	2
COc1cccc(-n2cc(CNC(=O)C3CCC(=O)N(C4CC4)C3)cn2)c1 (stereo unspecified)	-3	1	-13	-2	10	-18	2	-3	-10	4	-5
COc1cc(CNn2cn[nH]c2=S)cc(Cl)c1OCc1ccccc1	0	3	.	-18	-3	4	-9	5	0	0	-7
O=C(NCc1cccnc1)C1CC(=O)N(C2CCCCC2)C1 (stereo unspecified)	-22	-5	-2	11	-22	13	-3	0	-7	15	-8
COc1ccc(OC)c(NC(=S)N2CCC(C(O)(c3ccccc3)c3ccccc3)CC2)c1	14	-6	-20	-27	5	6	5	2	-5	5	-3
O=C(CCN1C(=O)c2ccccc2C1=O)N1CCN(c2ccccc2)CC1	3	3	-8	-2	6	12	16	1	-4	-10	4
CCOCCCNC(=O)C(NC(=O)C1CCC(=O)N1)c1ccc(C)cc1 (stereo unspecified)	11	2	-4	-8	-4	9	24	3	10	-1	-1
Nn1c(Cc2ccccc2F)nnc1SCCOc1ccc(Cl)cc1	13	8	5	-10	10	-3	-3	1	6	16	-4
COc1ccc(NC(=O)CN(C)C(=O)c2cccc(S(=O)(=O)Nc3ccccc3Cl)c2)cc1	25	-12	-6	-1	19	17	-1	2	6	9	4
CCC(C)NS(=O)(=O)c1ccc(S(=O)(=O)Nc2cc3c(cc2C(C)=O)OCO3)cc1 (stereo unspecified)	12	-2	.	18	7	-5	-4	0	17	20	4
Cc1cc(C)c(S(=O)(=O)Nc2ccccn2)c(C)c1	18	-4	-2	-11	-4	4	13	-1	7	-6	-5
Cc1ccccc1NC(=O)Cc1nnc(SCC(=O)c2ccc(Br)cc2)n1C	4	3	-5	0	-4	10	-11	-3	12	7	-2
CCSC1=NN2CCS(=O)(=O)N=C2S1	17	-9	3	18	-1	3	7	1	-7	13	-4
COc1ccc2c(CC(=O)OCC(=O)Nc3cccc(C)c3)coc2c1	2	13	-5	-13	-9	-22	3	0	-1	-4	4
N#C/C(C(=O)Oc1ccccc1)=C1\C=Cc2ccccc2N1	-123	1	-4	-25	0	-23	-2	-3	-26	-69	-2
COc1ccc(Oc2c(Cl)cnn(-c3ccccc3)c2=O)cc1	22	1	0	12	6	0	12	3	49	4	-3
NNS(=O)(=O)c1ccc(Cc2ncc(C(F)(F)F)cc2Cl)s1	11	-3	-1	-13	5	20	3	3	-12	7	-5
CCc1c(C)nc2cc(-c3cccc(Br)c3)[nH]n2c1=O	-245	-8	-2	-140	-48	-28	-3	0	-42	-290	5
COCCN1CCN(C(=O)c2cc(COc3cncc(Cl)c3)on2)CC1	12	-22	.	18	-1	32	-9	.	7	5	-5
O=C(COC(=O)Cc1n[nH]c(=O)c2ccccc12)Nc1ccc(Cl)cc1F	15	2	-4	-20	.	-1	15	3	4	11	2
Cc1ccc(C)c(NC(=O)CN(C)C(=O)c2cccc(S(=O)(=O)N3CCN(Cc4ccccc4)CC3)c2)c1	17	-6	-5	59	87*	4	-21	0	11	21	-2
COc1cc(/C=C(\NC(C)=O)C(=O)Nc2ccc(NC(C)=O)cc2)ccc1OC(C)=O	18	15	-4	10	17	-32	.	-2	-2	13	6
CSc1cccc(NC(=S)N(CCCN2CCCC2)Cc2cccs2)c1	5	-10	-6	-1	15	-8	1	-1	-5	1	0
COc1ccc(S(=O)(=O)NCc2ccc(C(=O)N(C)Cc3ccco3)cc2)cc1	-13	6	.	-5	5	-28	-3	-2	0	1	-3
CC(C)(CC(=O)O)CC(=O)Nc1ccccc1Oc1ccccc1	10	7	-4	-34	0	-5	-4	2	-37	-7	19
O=C(CSc1nc2ccc(Nc3nc(N4CCOCC4)nc(N4CCOCC4)n3)cc2s1)NCc1ccco1	25	-23	2	12	39	11	-34	4	-2	33	7
CC(=O)N1N=C(c2ccco2)CC1c1ccc(Cl)o1 (stereo unspecified)	7	7	-7	2	2	-17	1	1	4	-1	-2
CC(C)CCNC(=O)c1ccc2c(SCC(=O)O)c3c(nc2c1)CCCC3	-2	3	-16	-1	5	22	13	1	-10	-2	-2
Cc1cccc(C(=O)OCCN2CCOCC2)c1	-22	-8	14	-30	-7	1	2	2	-12	-16	-2
Cc1[nH]c2ccccc2c1Cc1n[nH]c(=S)o1	11	-2	11	-9	-6	-10	10	-2	1	-8	1
O=C(Cn1nnc(-c2ccc(N3CCOCC3)cc2)n1)OC1CCCCC1	9	6	-5	-1	-16	-18	17	-1	-2	14	-2
O=C1c2ccccc2S(=O)(=O)c2cc(C(=O)N3CCCC3)ccc21	-15	7	-9	-31	8	-8	0	-1	21	0	-1
Cc1cccc(N2CCN(c3cccc(C)c3)C2c2cccnc2)c1	-131	-3	-5	-3	-10	1	-4	1	-22	-58	4
C=CCn1c(O)c(N=Nc2ccccc2[N+](=O)[O-])c2ccccc21	-69	3	-7	-20	-20	-19	-1	.	.	-107	-3
Cc1ccc(C(=O)OCC(=O)NC2CCCCC2)s1	-13	-3	-7	-5	-1	15	14	3	-14	-100	-1
COC(=O)CNC(=O)c1ccccc1F	0	-12	-10	8	-2	-12	6	2	4	-4	2
COc1ccc(C(=O)NCC2CCCO2)cc1OC (stereo unspecified)	5	-1	-2	12	8	-5	-1	1	2	15	4
C=CCn1c(SCc2nc3sc(C(=O)O)c(C)c3c(=O)[nH]2)nnc1-c1ccc(C(C)(C)C)cc1	-20	0	-8	-3	3	4	1	-2	-9	-5	3

(next part)
SMILES	HIF-2a block	KKLEB tox	CaV13 ICDI inh	NR2E3 ag-1	Shn3 3UTR inh	CF NFkB block	Vif imaging	NR2E3 ag-2	MITF TRPM1 inh	Peg3 promoter	PDI turbidity
O=C(NNc1ccccc1[N+](=O)[O-])Nc1ccc(Cl)c(Cl)c1	1	19	-2	-20	5	22	-2	-1	-2	-9	-37
NNC(=O)CSc1nnc(-c2ccccc2)n1-c1ccccc1	16	13	-3	5	3	-12	-3	4	-4	6	3
COc1cccc(-c2nn(-c3ccccc3)cc2/C=C\C(=O)c2cccs2)c1	-16	-9	.	-33	-41	20	2	3	-18	-26	-17
COC(=O)c1ccc2[nH]c3cccc(/C(=C/c4ccccc4)c4ccccc4)c3c2c1	26	-6	-7	15	-2	14	5	1	1	42	-3

Bioassay records deposited in PubChem BioAssay by several laboratories.
